Screening results from PubChem BioAssay.
TRHR PAM: allosterically enhances the human TRH receptor. TRHR cells, fluo-8 calcium fluorescence, EC20 TRH enhancement. AID 493056. enhancement, % at 2 µM. P34981. 360,000 compounds, 0.66% hits; in the data active = enhancement above about 30%; note: 0% is about no effect
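TRHR-expressing cells loaded with fluo-8 calcium dye were read kinetically (ex 480/em 530) during compound addition, then stimulated with an EC20 of TRH (10 nM final). Enhancement of the Gq-mediated intracellular calcium response was scored.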
D2 potentiator: positive allosteric modulators of human D2 dopamine receptor | HEK293 T-REx D2, calcium flux, EC20 dopamine potentiation | potentiation, % at 10 µM | P14416 | 340,000 compounds, 0.34% hits;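 active = potentiation over 3 SD above the plate norm, cut at about 30% in these data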; note: 0% is about no effect
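Primary screen. Calcium kinetics in induced HEK293 T-REx D2 cells: compound pre-addition 180 s, EC20 dopamine, 180 s more.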
D1 antag: blocks dopamine activation of the human D1 receptor | HEK293 TREx D1 cells, calcium flux, dopamine EC80; stronger effect = lower value | activity change, negative = inhibition, % at 10 µM | AID 504652 | 360,000 compounds, 3.2% hits | P21728; in the data active = activity change below about -30%; note: % is set by controls: 0 for no effect and ±100 for the full control effect
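Compound effects on dopamine-evoked calcium signalling were measured in tetracycline-induced HEK293 Trex D1 cells. Dopamine at EC80 followed a 180 s compound pre-read, and fluorescence was tracked kinetically for 180 s more.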
RXFP1 antag: blocks the human relaxin receptor RXFP1; 350,000 compounds, 0.59% hits; activity change, negative = inhibition, % at 57.5 µM; AID 1259400; HEK293-RXFP1, relaxin-stimulated cAMP HTRF, 30 min; stronger effect = lower value;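 active = activity change of -60% or lower, but not beyond a set lower limit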; note: % is set by controls: 0 for no effect and ±100 for the full control effect
Target sequence (Q9HBX9 whole entry, looked up): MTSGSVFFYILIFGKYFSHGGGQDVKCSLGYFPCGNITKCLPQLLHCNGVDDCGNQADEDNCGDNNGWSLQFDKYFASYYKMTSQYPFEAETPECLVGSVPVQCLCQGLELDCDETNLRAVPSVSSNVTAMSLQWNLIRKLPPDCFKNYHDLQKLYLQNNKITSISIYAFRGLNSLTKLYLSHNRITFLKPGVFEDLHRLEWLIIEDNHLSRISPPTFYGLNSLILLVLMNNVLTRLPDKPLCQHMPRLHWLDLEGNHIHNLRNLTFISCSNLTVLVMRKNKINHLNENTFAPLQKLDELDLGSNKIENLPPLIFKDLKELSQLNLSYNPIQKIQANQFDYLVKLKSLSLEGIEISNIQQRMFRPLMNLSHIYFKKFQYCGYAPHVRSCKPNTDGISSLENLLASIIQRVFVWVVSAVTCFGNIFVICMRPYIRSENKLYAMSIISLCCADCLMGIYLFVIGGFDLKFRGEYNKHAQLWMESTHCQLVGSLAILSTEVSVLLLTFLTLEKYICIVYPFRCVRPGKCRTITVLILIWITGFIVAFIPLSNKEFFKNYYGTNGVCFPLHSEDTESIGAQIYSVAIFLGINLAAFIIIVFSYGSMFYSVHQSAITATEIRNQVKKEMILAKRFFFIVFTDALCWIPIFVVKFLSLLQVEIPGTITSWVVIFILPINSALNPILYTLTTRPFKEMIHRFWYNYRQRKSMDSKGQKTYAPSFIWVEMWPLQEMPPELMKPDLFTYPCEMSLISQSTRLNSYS
TRHR ag: TRH receptor (human) agonism | TRHR cells, calcium flux fluo-8, FDSS agonist mode | activation, % at 2 µM | 360,000 compounds, 0.18% hits; note: 0% is about no effect
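TRHR-expressing cells, plated overnight in medium with 10% serum, were loaded with fluo-8 calcium dye at room temperature. After a 10 s baseline, library compound was pin-added and calcium release was recorded kinetically (ex 480/em 530) as agonist response.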
D1 agonist: human D1 receptor agonism; AID 504660; activation, % at 2 µM; HEK293 T-REx D1 cells, calcium flux, agonist mode; P21728; 360,000 compounds, 1% hits; note: 0% is about no effect
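Inducible HEK293 T-REx D1 cells, force-coupled to calcium signalling, were plated at 4000 cells/well with tetracycline and held overnight at 30 C. After no-wash calcium dye loading, compound-evoked calcium rise over 180 s flagged agonists.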
D1 PAM: enhances dopamine response at the human D1 receptor | AID 504651 | 360,000 compounds, 0.036% hits | P21728 | HEK293 TREx D1 cells, calcium flux, dopamine EC20 potentiation | potentiation, % at 10 µM; in the data active = potentiation above about 30%; note: 0% is about no effect
D2 agonist: agonists of human D2 dopamine receptor; HEK293 T-REx D2 cells, calcium flux agonist mode; 340,000 compounds, 0.53% hits; activation, % at 2 µM; AID 485358; P14416;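 active = activation over 3 SD above normal in the single-dose calcium agonist read, cut at about 30% in these data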; note: 0% is about no effect
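Agonism is scored from calcium flux in a force-coupled, inducible HEK293 cell line expressing D2, read kinetically for 180 s after compound addition against dopamine controls.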
D2 antagonist: antagonizes the human D2 dopamine receptor; P14416; HEK293 TREx D2 cells, calcium flux, dopamine EC80; inhibition, % at 10 µM; 340,000 compounds, 2% hits; AID 485344; in the data active = inhibition above about 30%; note: 0% is about no effect
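Overnight-induced (tetracycline, 30 C) HEK293 T-REx cells carrying force-coupled D2 receive a no-wash calcium dye, then compound, then EC80 dopamine at 180 s; signals are read kinetically throughout.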
Active calls of the source: *; · = no result given. Cut-off read from the data, not from the text of the source, unless noted: active = activation above about 30%; inactive = the rest.

SMILES | TRHR PAM | D2 potentiator | D1 antag | RXFP1 antag | TRHR ag | D1 agonist | D1 PAM | D2 agonist | D2 antagonist
Clc1ccc(CCNC(c2cccc(Cl)c2)c2nnc(-c3ccccc3)o2)cc1 (configuration not stated) | -4 | 14 | 11 | -13 | 3.5 | 24 | -1 | 1.5 | ·
COc1cc(CC(=O)OCn2nnc3ccccc3c2=O)cc(OC)c1OC | 4 | -3 | -6 | 1 | -0.7 | 9 | -3 | -0.5 | -4
CC1(C)CC(=O)C2=C(C1)N(Cc1ccco1)C(=O)C2(NC(=O)c1ccc(Cl)cc1Cl)C(F)(F)F (configuration not stated) | -2 | -13 | 15 | -5 | -1.1 | 0 | -2 | 0.1 | 1
CCN1CCN(c2nc(-c3cccs3)nc3ccccc23)CC1 | -1 | -27 | -2 | · | -0.4 | 4 | -6 | -1.1 | -16
COc1ccc([N+](=O)[O-])cc1NC(=O)CCNC(=O)Cn1ccc2ccccc2c1=O | 3 | 9 | 12 | 9 | 0.1 | 0 | -1 | 0.7 | -13
O=C1CCCN2N=C(SCC(=O)Nc3ccc(Cl)cc3)SC2=N1 | 3 | 14 | -9 | -7 | 0.1 | 10 | -5 | -0.3 | -14
COc1ccccc1NC(=O)c1ccc(-n2cccn2)c([N+](=O)[O-])c1 | 2 | -4 | 0 | -5 | 0.8 | 3 | -4 | -0.2 | 2
O=C(NCC1CCCO1)c1cc2n(n1)C(C(F)(F)F)CC(c1ccc(Br)cc1)N2 (configuration not stated) | 5 | 2 | -14 | 2 | 0.4 | 1 | -6 | -0.1 | 0
COc1ccc(NC(C)=O)cc1NC(=O)c1ccc2ccccc2c1 | -5 | 1 | 2 | -18 | -0.3 | 1 | -8 | -0.2 | 13
COc1ccc(C(=O)Cn2c(=O)n3nc(CCn4nc(C)cc4C)nc3c3cc(OC)c(OC)cc32)cc1 | 5 | -5 | -13 | -6 | -0.2 | 0 | -4 | 0.2 | ·
COc1ccc(C(CNC(=O)C2CC2)N(C)C)cc1 (configuration not stated) | 2 | -4 | 9 | -4 | 0.4 | 1 | 10 | -1.1 | 17
COc1ccc(/C=N/n2c(C)nc3ccccc3c2=O)cc1 | -1 | 2 | 10 | 9 | -0.6 | 0 | 3 | -0.7 | 0
CCOC(=O)c1c(NC(=O)/C=C/c2ccc(OCC)cc2)sc2c1CCC2 | 4 | -2 | -19 | · | -0.5 | 16 | -1 | -1.2 | ·
CN(C)c1ccc(C(=S)N2CCOCC2)cc1Br | -3 | -6 | 0 | -5 | 0.6 | 1 | -3 | -0.3 | -15
COc1ccc(-c2cc(C(F)(F)F)n3nc(-c4ccccc4)cc3n2)cc1OC | 8 | 0 | 6 | · | 0.6 | 1 | -2 | · | ·
Cc1cccc(N2C(=O)c3ccccc3C2=O)n1 | 8 | 1 | -1 | 1 | 0.4 | 2 | -1 | 0.4 | -8
COc1cccc(N2CCN(CC(=O)Nc3ccccc3C(=O)NCc3ccccc3)CC2)c1 | -1 | -12 | 10 | 4 | -2.6 | 0 | 0 | 0.0 | 6
Cn1c(C(=O)NCc2ccccc2Cl)cc2sc(Cl)cc21 | -5 | -5 | -29 | -14 | -0.2 | 3 | -8 | 0.1 | ·
Cc1cc(C)cc(NC(=O)c2ccc(S(=O)(=O)C(F)F)cc2)c1 | 3 | · | -6 | -5 | -0.4 | 7 | -3 | · | ·
CCN(CC)c1ccc(NS(=O)(=O)c2ccc(-c3cnc(C4CC4)o3)cc2)c(C)c1 | 5 | 5 | -6 | · | -0.6 | 3 | 1 | -0.4 | ·
CC(C)(CO)NCc1c(OCc2ccc(Cl)cc2)ccc2ccccc12 | -7 | -8 | 2 | -6 | 2.2 | 35* | -18 | -0.5 | -1
Cc1cc(SCNC(=O)c2ccccc2)ncn1 | 6 | 3 | 6 | 7 | 0.4 | 1 | -6 | 1.1 | 16
CCOC(=O)c1ccc(NC(=O)c2cn(-c3ccccc3)nc2-c2ccncc2)cc1 | 19 | -17 | 14 | -2 | 0.0 | 4 | -6 | 1.3 | -1
CCN(CC)C(=O)COc1ccc(-c2nnc(N3CCCCC3)c3ccccc23)cc1 | -7 | · | -17 | -8 | -2.9 | 3 | -9 | 1.9 | -4
O=C(OC(c1ccccc1)c1nccc2ccccc12)c1cccc([N+](=O)[O-])c1 (configuration not stated) | 4 | 10 | 7 | -15 | 0.3 | 5 | -4 | -1.1 | -9
O=C(Nc1nc(-c2ccccc2Cl)cs1)c1cccnc1 | -4 | · | -41* | -30 | -0.6 | 4 | -4 | · | ·
N=c1c[n+](N2CCOCC2)[n-]o1 | -6 | · | -7 | · | -0.8 | 3 | -2 | · | ·
COc1ccc(C2Nc3ccccc3C(=O)N2NS(C)(=O)=O)cc1OC (configuration not stated) | 4 | -1 | 0 | -6 | 0.3 | 2 | -2 | 0.7 | 8
CSCCC1COC(c2cccs2)=N1 (configuration not stated) | 6 | 4 | 14 | 0 | -0.5 | 5 | -3 | -0.2 | -5
Cc1cc(Nc2cccc(C(F)(F)F)c2)nc2ccc(NC(=O)c3ccc(=O)[nH]c3)cc12 | 13 | -12 | -17 | · | 0.6 | -1 | -4 | 0.1 | ·
CCc1cccc(OCCn2nc(C(=O)O)c3ccccc3c2=O)c1 | -7 | -3 | 67 | -18 | 0.5 | 18 | 6 | -2.3 | -18
CCN(CC(=O)Nc1ccccc1C(F)(F)F)C(=O)CCc1ccccc1 | 0 | 10 | -5 | -7 | 0.3 | 3 | -7 | 0.4 | -4
COc1ccc(NC(=O)C(OC(=O)CNC(=O)c2ccccc2)c2ccccc2)cc1F (configuration not stated) | 2 | · | -6 | · | 0.5 | 0 | 5 | · | ·
CC(=O)c1cccc(NC(=O)c2noc3c2CCCC3)c1 | 11 | -5 | -25 | -5 | -0.5 | 1 | 0 | -0.1 | ·
COc1cccc(Nc2nc(C)cc(C)c2C(N)=O)c1 | 5 | 18 | 0 | -13 | -0.4 | -3 | -8 | 1.3 | -3
COCCN(CCOC)C(=O)C1CCCN(S(=O)(=O)c2ccc(NC(=O)OC)cc2)C1 (configuration not stated) | -5 | 10 | 7 | -2 | 0.3 | 0 | -6 | 0.4 | -8
O=C(N/N=C/c1ccc(O)cc1)/C(=C/c1ccc([N+](=O)[O-])cc1)NC(=O)c1ccccc1 | 1 | -11 | -1 | 1 | -0.5 | 1 | -4 | · | ·
Cc1ccc2nsnc2c1S(=O)(=O)N(Cc1cc2cccc(C)c2[nH]c1=O)CC1CCCO1 (configuration not stated) | -2 | · | 1 | 8 | -1.8 | 0 | 9 | 0.4 | -18
CC(C)NC(=O)COc1ccc(/C=N/NS(=O)(=O)c2ccccc2)cc1 | 4 | 3 | 5 | -4 | 0.3 | 0 | 3 | -0.1 | -17
O=C(CCN1C(=O)C2C3CCC(C3)C2C1=O)Nc1ccc(Cl)cc1Cl (configuration not stated) | -1 | 2 | -5 | 1 | 0.3 | 0 | -3 | 0.2 | 14
CNC(=S)N1N=C(c2ccccc2)CC1c1ccc(OC)c(OC)c1 (configuration not stated) | 19 | 0 | 7 | -2 | -0.3 | 0 | -1 | 1.1 | 0
O=C(COc1ccccc1)N1CCCC1 | -5 | -8 | -10 | 0 | 1.4 | 6 | 3 | -0.4 | 0
O=C(CCC1CCCN(C(=O)Cn2cnnn2)C1)NCc1ccccc1F (configuration not stated) | 4 | 4 | 3 | 5 | -0.1 | 0 | 8 | 0.1 | 5
Cc1ccccc1NC(=O)c1c(NC(=O)c2ccccc2F)sc2c1CCC(C)C2 (configuration not stated) | 7 | 11 | -1 | 2 | 0.0 | 3 | 0 | 0.6 | ·
OC(c1cc(-c2ccc(Cl)cc2)nc2ccccc12)C1CCCCN1 (configuration not stated) | 10 | 5 | -23 | -5 | 1.7 | 7 | -2 | 2.3 | 19
COCC(=O)Nc1cc(Cl)ccc1C(F)(F)F | -3 | 3 | -15 | · | 0.3 | 0 | 1 | 0.2 | 0
Cc1cccc(OCC(=O)N(Cc2ccc(C(C)(C)C)cc2)Cc2ccco2)c1 | -2 | · | -10 | -75* | 4.6 | 11 | 1 | · | ·
COc1ccccc1OCc1nnc(SCC(=O)N2CCCCC2)n1-c1ccccc1 | -6 | -1 | -16 | 0 | -1.0 | 1 | 1 | 0.5 | 0
COc1cccc(C(=O)NCC(=O)N/N=C/c2c(C)[nH]c3ccccc23)c1 | 15 | -24 | 15 | 2 | 0.2 | 13 | 5 | 0.8 | -9
c1ccc(-c2cc(-c3ccccc3)c3c(n2)-c2ccccc2OC3)cc1 | 4 | 4 | 6 | · | 1.1 | 1 | -4 | 0.0 | ·
COc1ccc(N=Nc2ccc3ccccc3c2)c(O)c1 | -7 | 2 | 3 | -4 | -1.0 | 1 | -7 | 1.3 | -8
